High-throughput results from PubChem.
PAX8 reporter = lowers PAX8-driven luciferase in RMG-I cells; RMG-I TPO-luciferase reporter, SteadyGlo, 24 h; inhibition, % at 12.6 µM; actives 1.2% (n = 360,000); AID 652154;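 active = mean replicate inhibition at least 60% with every replicate also reaching 60%; inconclusive = only one of the two criteria is met; inactive = mean below 60% and not all replicates reaching 60%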;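 note: luciferase light reporting Pax8 driven TPO promoter activity; plate controls were median of neutral control wells for no effect and mitoxantrone controls for full effect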
EWS-Fli block = inhibitors of EWS/Fli oncoprotein transcriptional activity | actives 0.67% (n = 350,000) | A673 NR0B1-luciferase reporter, viability-normalised | inhibition, % at 12.6 µM | AID 651661;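 active = mean inhibition of at least 50% after viability correction, with every replicate also passing that limit; inconclusive = mean reaches 50% but only one of two replicates passes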;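 note: firefly luciferase signal divided by Alamar Blue viability fluorescence both relative to DMSO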
miR-122 sensor = inhibitors of miR-122 in Huh7 cells; Huh7 miR-122 Renilla luciferase sensor, 48 h; neutral wells = 0, positive control = 100; activation (reporter increase), % at 12.5 µM; actives 0.3% (n = 340,000); AID 602342;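 active = mean replicate activation score at least 90 and every replicate individually at or above 90; inconclusive = only one of the two criteria met; inactive = neither criterion met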;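 note: higher luciferase means less miR-122 activity so hits act as miR-122 inhibitors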
FN deposit inh = fibronectin deposition inhibition | inhibition, % at 12.6 µM | AH1F fibroblasts, Alexa488-fibronectin deposition fluorescence, overnight | AID 743247 | actives 0.086% (n = 350,000);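 active = mean inhibition across replicates of 30% or more, regardless of how many single replicates reach that level; inconclusive = mean under 30% yet at least half of replicates reach 30%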;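 note: positive control wells lacked labelled fibronectin entirely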
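Material – AH1F fibroblast monolayer, labelled fibronectin deposition · Reagent – labelled fibronectin 24 nM · Timing – 1 h adhesion, overnight exposure · Measured by – fluorescence at 485 nm excitation, 525 nm emission · Read-out – inhibition of fibronectin deposition signal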
DENV2 CPE rescue = DENV2-induced cell death inhibition. actives 1.7% (n = 350,000). CPE inhibition, % at 9.99 µM. DENV2-infected cells, cytopathic effect rescue, plate reader; in the data active = CPE inhibition above about 20%, passing the limit was not always enough; inconclusive = no clear call, values can overlap the other calls; tested in BHK-21 cells;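 note: 0% = median of neutral control wells and 100% = median of positive control wells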
CFTR F508del cor = CFTR F508del correction in bronchial cells; activity (quench increase), % at 7.58 µM; CFBE cells, YFP halide quenching; stimulated with forskolin plus potentiator P3; % fluorescence drop versus neutral controls; actives 0.36% (n = 350,000);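 active = mean added fluorescence quench of at least 8% versus neutral control, with both replicates also reaching 8%; inconclusive = only one of the mean or replicate conditions met; inactive = mean below 8% and not both replicates reaching 8%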;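 note: cells transiently co-express mutant CFTR-F508del with the halide-sensitive YFP; corrector assay measuring rescue of mutant channel to the surface after 24 h compound exposure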
GSIS activator = GLuc luminescence reporter in INS-1E cells, primary screen for activators of glucose-dependent secretion of insulin. INS-1E GLuc reporter insulin secretion, 2-3 h. actives 0.61% (n = 370,000). activation, % at 16.6 µM;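 active = lowest replicate activation of at least 40%, so every replicate reaches that level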;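 note: 0% = median of neutral control wells and 100% = median of IBMX positive control wells; some compounds called inactive have numbers as strong as hits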
Numbers without * were called inactive; u = inconclusive; x = not tested or not shown; [ ] = another dose, or the depositor's remark. No enrichment for hits, and some 3.9% of all compounds hit somewhere here.

entry	SMILES	PAX8 reporter	EWS-Fli block	miR-122 sensor	FN deposit inh
1	CCCC(=O)n1nc(-c2ccc(C)cc2)nc1NCc1ccco1	-137	-87	x	-4
2	CC#CCN1c2ccccc2[C@]23C[C@@H](C(=O)OC)N=C2NC(C(=O)OC)=C(C(=O)OC)[C@H]13	-33	-1	-1	5
3	Cc1nn(Cc2ccc(Cl)c(Cl)c2)c(C)c1NC(=O)c1noc2c1CCCCC2	x	x	-2	-19
4	Cc1cccc(OCC(=O)NCCNC(=O)c2ccccn2)c1	-12	0	x	2
5	CCCNC(=O)Nc1ccc2c(c1)C(=O)N(C)C[C@H](OC)[C@@H](C)CN(C(=O)C1CCOCC1)[C@H](C)CO2	-14	-12	x	7
6	CC(C)COP(=O)(c1ccc(N(C)C)cc1)C(O)c1ccncc1 (centres undefined)	-6	x	-10	1
7	COc1ccc(NC(=O)NNc2cc(N3CCOCC3)nc(N3CCOCC3)n2)cc1	5	6	x	5
8	COc1ccc(S(=O)(=O)Nc2cccc3c2O[C@H](CN(C)Cc2ccncc2)[C@@H](C)CN([C@@H](C)CO)C3=O)cc1	-1	-1	14[16.7 µM]	x
9	COc1cc(C=O)ccc1OC(=O)c1cccnc1	13	-2	-2	-4
10	NC(=S)N/N=C/c1c(O)c(Br)cc2oc3c(c12)CCCC3	17	25	-4	16
11	CC1CC(=O)Nc2cc([N+](=O)[O-])ccc2N1 (centres undefined)	10	5	3	-7
12	N#C[C@@H]1[C@H](c2ccc(C3=CCCCC3)cc2)[C@@H](CO)N1C(=O)CN1CCOCC1	14	1	x	4
13	CC(C)CNC(=O)C(=O)NCC1OCCCN1S(=O)(=O)c1ccc2c(c1)OCCO2 (centres undefined)	4	3	-2	0
14	Cn1c(SCc2ccccn2)nc2c1c(=O)[nH]c(=O)n2C	6	4	-9	2
15	c1csc(-c2nn3c(C4CCCCC4)nnc3s2)c1	11	6	18	3

entry	DENV2 CPE rescue	CFTR F508del cor	GSIS activator
1	-4	4.8	11
2	-1	2.4	-13
3	x	x	-36
4	-3	-1.4	9
5	-9	-1.1	10
6	x	x	x
7	-1	1.9	-3
8	u	-0.8	3
9	2	-1.2	6
10	7	4.0	3
11	5	-1.1	-3
12	-2	0.9	-2
13	-1	-0.3	41
14	9	-1.9	5
15	4	-1.0	37

Later entries
entry	SMILES	PAX8 reporter	EWS-Fli block	miR-122 sensor	FN deposit inh
16	CCN(CC)S(=O)(=O)c1ccc(N2CCCCC2)c(NC(=O)/C(C#N)=C/c2ccc(OC)cc2)c1	4	x	-4	-3
17	COc1cccc(/C=C2/Sc3ccc(C(=O)NCCN4CCCCCC4)cc3NC2=O)c1	97*	x	-8	-1
18	CCCC#Cc1ccc2c(c1)O[C@@H](CN(C)C(=O)c1ccccn1)[C@@H](C)CN([C@@H](C)CO)S2(=O)=O	x	0	4[16.7 µM]	-9
19	O=C(OCC(=O)c1ccc[nH]1)c1ccc([N+](=O)[O-])cc1	-18	-2	-7	5
20	CC1(C)CC2CC(C)(CN2S(=O)(=O)c2ccc(C(=O)Nc3ccc(S(=O)(=O)N4CCOCC4)cc3)cc2)C1 (centres undefined)	83*	19	x	-6
21	CN(C)CC(=O)N1C[C@@H]2[C@H](c3ccccc31)[C@H](CO)N2C(=O)c1ccccn1	-1	-4	12[16.7 µM]	2
22	CN(C(=O)c1ccc(NC(=O)Cc2ccc(NC(=O)C3CCCN(C(=O)CCc4ccccc4)C3)cc2)cc1)C1CC1 (centres undefined)	12	16	-1	-6
23	CN(Cc1ccccc1)C(=O)C(=O)c1c[nH]c2ccccc12	19	9	x	2
24	Cc1ncc(CSc2nccc(=O)[nH]2)c(CO)c1O	6	-2	4	-1
25	C=CC[C@@H](CC(=O)N[C@H](CO)Cc1ccccc1)C(=O)NCCOC(=O)[C@@H](CC=C)Cc1ccc(F)cc1	14	-2	1	-13
26	O=C(O)c1ccc(CSc2nnc(-c3ccc(Cl)cc3)o2)cc1	8	8	-8	-4
27	O=C(c1ccc(F)cc1)N1CC(=O)N2[C@H](CO)[C@H](c3ccc(C#CC4CCCCC4)cc3)[C@H]2C1	-12	-2	x	x
28	Cc1ccc(C(=O)OC(C(=O)O)C(OC(=O)c2ccc(C)cc2)C(=O)O)cc1 (centres undefined)	-8	-3	2	-9
29	Cc1noc(C)c1NC(=O)N(C)C[C@@H]1OCCCC[C@H](C)Oc2ccc(NS(C)(=O)=O)cc2C(=O)N([C@@H](C)CO)C[C@H]1C	-32	-2	4[16.7 µM]	x
30	N#C[C@@H]1[C@@H](c2ccc(-c3ccncc3)cc2)[C@@H](CO)N1C(=O)C1CCCC1	-5	4	x	7

entry	DENV2 CPE rescue	CFTR F508del cor	GSIS activator
16	x	x	-25
17	-5	3.3	-22
18	-3	3.3	18
19	-2	0.7	18
20	-3	-0.3	8
21	-2	1.8	-2
22	-11	0.2	-10
23	u	-1.6	-12
24	-5	-0.4	81*
25	-5	-1.6	-32
26	-4	-1.8	3
27	u	-0.2	-14
28	17	-3.4	-1
29	3	-2.9	15
30	-3	-0.6	5

In the list so far, 2 contain a furan ring, fused or not.
entry	SMILES	PAX8 reporter	EWS-Fli block	miR-122 sensor	FN deposit inh
1	CCCC(=O)n1nc(-c2ccc(C)cc2)nc1NCc1ccco1	-137	-87	x	-4
10	NC(=S)N/N=C/c1c(O)c(Br)cc2oc3c(c12)CCCC3	17	25	-4	16

entry	DENV2 CPE rescue	CFTR F508del cor	GSIS activator
1	-4	4.8	11
10	7	4.0	3

Carrying on:
entry	SMILES	PAX8 reporter	EWS-Fli block	miR-122 sensor	FN deposit inh
31	COc1ccc(CC(=O)NC2CCN(CC(=O)N3CCCc4ccccc43)CC2)cc1OC	14	x	-11	4
32	CC(=O)NC(Cc1ccccc1)C(C)=O (centres undefined)	-5	-7	-6	x
33	Cc1cccc(-n2nnc(C(=O)NCc3ccco3)c2N)c1	-57	x	-7	-16
34	O=C(CSc1nc2ccccc2[nH]1)NCCc1ccc(Cl)cc1	15	x	19	0
35	CCCC(=O)Nc1ccc(Cl)c(NC(=O)c2cccnc2)c1	x	x	-8	x
36	O=S(=O)(c1ccc2nc(COc3ccc(Cl)cc3Cl)[nH]c2c1)N1CCOCC1	x	-13	4	x

entry	DENV2 CPE rescue	CFTR F508del cor	GSIS activator
31	x	x	x
32	-6	-0.5	15
33	x	x	-7
34	x	x	-22
35	-12	x	6
36	x	-0.6	-29

Some of the entries so far, bar-delimited.
nr | mol | PAX8 reporter | EWS-Fli block | miR-122 sensor | FN deposit inh | DENV2 CPE rescue | CFTR F508del cor | GSIS activator
23 | CN(Cc1ccccc1)C(=O)C(=O)c1c[nH]c2ccccc12 | 19 | 9 | x | 2 | u | -1.6 | -12
24 | Cc1ncc(CSc2nccc(=O)[nH]2)c(CO)c1O | 6 | -2 | 4 | -1 | -5 | -0.4 | 81*
25 | C=CC[C@@H](CC(=O)N[C@H](CO)Cc1ccccc1)C(=O)NCCOC(=O)[C@@H](CC=C)Cc1ccc(F)cc1 | 14 | -2 | 1 | -13 | -5 | -1.6 | -32
26 | O=C(O)c1ccc(CSc2nnc(-c3ccc(Cl)cc3)o2)cc1 | 8 | 8 | -8 | -4 | -4 | -1.8 | 3
27 | O=C(c1ccc(F)cc1)N1CC(=O)N2[C@H](CO)[C@H](c3ccc(C#CC4CCCCC4)cc3)[C@H]2C1 | -12 | -2 | x | x | u | -0.2 | -14
28 | Cc1ccc(C(=O)OC(C(=O)O)C(OC(=O)c2ccc(C)cc2)C(=O)O)cc1 (centres undefined) | -8 | -3 | 2 | -9 | 17 | -3.4 | -1
29 | Cc1noc(C)c1NC(=O)N(C)C[C@@H]1OCCCC[C@H](C)Oc2ccc(NS(C)(=O)=O)cc2C(=O)N([C@@H](C)CO)C[C@H]1C | -32 | -2 | 4[16.7 µM] | x | 3 | -2.9 | 15
30 | N#C[C@@H]1[C@@H](c2ccc(-c3ccncc3)cc2)[C@@H](CO)N1C(=O)C1CCCC1 | -5 | 4 | x | 7 | -3 | -0.6 | 5
31 | COc1ccc(CC(=O)NC2CCN(CC(=O)N3CCCc4ccccc43)CC2)cc1OC | 14 | x | -11 | 4 | x | x | x
32 | CC(=O)NC(Cc1ccccc1)C(C)=O (centres undefined) | -5 | -7 | -6 | x | -6 | -0.5 | 15
33 | Cc1cccc(-n2nnc(C(=O)NCc3ccco3)c2N)c1 | -57 | x | -7 | -16 | x | x | -7
34 | O=C(CSc1nc2ccccc2[nH]1)NCCc1ccc(Cl)cc1 | 15 | x | 19 | 0 | x | x | -22
35 | CCCC(=O)Nc1ccc(Cl)c(NC(=O)c2cccnc2)c1 | x | x | -8 | x | -12 | x | 6
36 | O=S(=O)(c1ccc2nc(COc3ccc(Cl)cc3Cl)[nH]c2c1)N1CCOCC1 | x | -13 | 4 | x | x | -0.6 | -29
